High-throughput results: PubChem, several laboratories
Rin1-Abl PPI inh – inhibitors of human Rin1-Abl protein interaction | P00519+Q13671 | AID 588664 | inhibition, % at 7.35 µM | TR-FRET Rin1/Abl binding, biochemical | actives 0.4% (n = 360,000); in the data active = inhibition above about 5%, passing the limit was not always enough
MLLE-PAM2 inh – blocks PAM2 peptide binding to the PABP1 MLLE domain; P11940; GST-MLLE / FITC-PAM2 fluorescence polarization; inhibition, % at 20 µM; actives 0.36% (n = 360,000); in the data active = inhibition above about 35%, passing the limit was not always enough;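 note: plate controls were DMSO wells with GST-MLLE for no effect and wells lacking GST-MLLE protein for full effect; some results filed as inactive read as strong as hits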
Neddyl block – blocks human cullin neddylation | TR-FRET cullin neddylation, biochemical | calls only at 25 µM | actives 0.58% (n = 360,000) | AID 651699; in the data active = inhibition above about 36%
Target sequence (P61081 whole entry, looked up): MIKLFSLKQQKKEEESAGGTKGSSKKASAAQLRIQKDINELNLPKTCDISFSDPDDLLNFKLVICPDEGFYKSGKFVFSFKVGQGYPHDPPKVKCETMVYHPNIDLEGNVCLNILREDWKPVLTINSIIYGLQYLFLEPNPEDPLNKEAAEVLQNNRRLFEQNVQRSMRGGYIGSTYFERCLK
Target sequence (Q13564 whole entry, looked up): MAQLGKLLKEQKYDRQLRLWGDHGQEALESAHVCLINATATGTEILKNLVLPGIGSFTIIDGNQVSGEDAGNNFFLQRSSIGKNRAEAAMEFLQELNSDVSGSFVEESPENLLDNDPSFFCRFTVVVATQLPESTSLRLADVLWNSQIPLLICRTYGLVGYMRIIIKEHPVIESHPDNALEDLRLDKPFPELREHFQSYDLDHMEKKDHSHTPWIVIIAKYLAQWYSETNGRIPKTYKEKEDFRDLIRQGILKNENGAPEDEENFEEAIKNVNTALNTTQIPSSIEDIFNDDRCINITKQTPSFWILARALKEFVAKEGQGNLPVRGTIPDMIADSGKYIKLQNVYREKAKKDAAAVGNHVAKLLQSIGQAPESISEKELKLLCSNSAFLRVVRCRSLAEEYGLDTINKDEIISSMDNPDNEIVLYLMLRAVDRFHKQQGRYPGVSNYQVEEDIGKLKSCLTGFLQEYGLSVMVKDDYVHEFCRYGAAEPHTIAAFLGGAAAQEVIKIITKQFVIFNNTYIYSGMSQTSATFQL
CSN inh – inhibitors of human CSN-mediated cullin deneddylation; Purified CSN, SCF-Nedd8-OG deneddylation, fluorescence polarization; inhibition, % at 12.5 µM; actives 0.38% (n = 360,000);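 active = pattern-corrected inhibition above about 35%, with an unprinted fluorescence ratio check between 0.5 and 1.5, limit read from the data, passing the limit was not always enough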;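 note: 0% = enzyme with substrate and 100% = substrate without enzyme; some results filed as inactive read as strong as hits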
Target sequence (Q92905 whole entry, looked up, one chain of several): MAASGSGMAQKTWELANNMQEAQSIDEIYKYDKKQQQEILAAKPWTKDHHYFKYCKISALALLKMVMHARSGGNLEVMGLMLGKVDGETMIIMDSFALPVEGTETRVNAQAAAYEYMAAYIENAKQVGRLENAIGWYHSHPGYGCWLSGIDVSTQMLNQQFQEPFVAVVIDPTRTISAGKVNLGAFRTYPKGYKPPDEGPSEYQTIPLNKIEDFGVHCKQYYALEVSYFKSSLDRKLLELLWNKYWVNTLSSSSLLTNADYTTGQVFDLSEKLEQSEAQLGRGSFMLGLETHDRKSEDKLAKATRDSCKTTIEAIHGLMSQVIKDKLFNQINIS
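Assay system: purified human Csn5 enzyme expressed in HEK293T cells; Input: 0.24 nM Csn5 enzyme, final concentration; Reagent: 10 nM SCFSkp2-Nedd8OG; Compound dosing: 12.5 µM single point; Times: reaction 90 min, room temperature; Technique: fluorescence polarization readout.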
MsrA act – bovine methionine sulfoxide reductase A activation; purified bovine MsrA, absorbance read-out; activation, % at 10.6 µM; actives 0.3% (n = 360,000); AID 602163; in the data active = activation above about 7.5%;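 note: 0% = vehicle and 100% = reference activator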
E coli Lon inh – inhibitors of E. coli Lon protease; actives 0.42% (n = 360,000); purified E. coli Lon protease, fluorescence polarization; P0A9M0; inhibition, % at 7.94 µM; in the data active = inhibition above about 13%, passing the limit was not always enough;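 note: 0% = enzyme with probe and DMSO and 100% = no enzyme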
MsrA inh – inhibitors of bovine MsrA. purified bovine MsrA, absorbance read-out. inhibition, % at 15.5 µM. actives 0.75% (n = 360,000); in the data active = inhibition above about 4.5%;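 note: 0% = vehicle wells with enzyme and 100% = reference inhibitor wells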
FAS-TE inh – blocks the thioesterase domain of human fatty acid synthase | recombinant FAS-TE, OMFH fluorogenic substrate, fluorescence endpoint | actives 0.67% (n = 360,000) | P49327 | inhibition, % at 15 µM;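 active = compounds whose normalised, plate-corrected inhibition of enzyme fluorescence in the single-dose primary screen is 50% or more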;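 note: 0% = DMSO with enzyme and 100% = substrate without enzyme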
Tb MetRS inh – Trypanosoma brucei MetRS inhibition | actives 0.4% (n = 360,000) | purified T. brucei MetRS, ATP depletion, Kinase-Glo luminescence | inhibition, % at 11.9 µM;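 active = inhibition above a per-plate cutoff of the control wells' mean inhibition plus 3 SD, cut at about 5.5% in these data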;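 note: 0% = DMSO wells median and 100% = median of wells with control inhibitor compound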
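technique = Kinase-Glo luminescence, ATP depletion format | system = purified MetRS (methionyl-tRNA synthetase) enzyme from Trypanosoma brucei | timing = 15 min preincubation, 2 h reaction, all 25 °C | evaluation = percent inhibition versus plate control medians | dosing = single dose, 11.9 µM final nominal, 0.9% final DMSO | also added = substrates ATP, L-methionine and bulk Escherichia coli tRNA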
Starred values were filed as active, the others as inactive; i = inactive; / = no result given.

SMILES	Rin1-Abl PPI inh	MLLE-PAM2 inh	Neddyl block	CSN inh	MsrA act	E coli Lon inh	MsrA inh	FAS-TE inh	Tb MetRS inh
CCCCc1c(O)nc(SCC(=O)N2CCOCC2)[nH]c1=O	-1	13	i	3	0	-9	0.5	-8	-0.6
CCOCCCNC(=O)/C(C#N)=C/c1ccc(C(=O)OC)cc1	-3	15	i	-1	-7	-2	-0.8	4	-0.8
O=C(O)c1ccc(CSCc2ccccc2Cl)o1	-1	-1	i	-7	-3	-3	0.6	-4	1.0
Cc1cc([N+](=O)[O-])nn1CC(=O)Nc1cnc2ccccc2c1	3	8	i	-1	-4	1	1.0	2	-0.1
O=C1c2ccccc2NC(c2cc(Cl)cc(Cl)c2O)N1Cc1cccnc1 (stereo not drawn)	0	7	/	-1	-4	1	-0.8	4	-0.2
COc1ccc(N(C(=O)c2ccc(Br)o2)C2C=CS(=O)(=O)C2)cc1 (stereo not drawn)	0	1	i	-5	-3	1	0.2	-6	0.0
CC1CCN(C(=O)CCNS(=O)(=O)c2ccc(Cl)cc2)CC1	1	-1	i	3	1	2	0.5	-4	1.5
CCOc1ccc(C/C(N)=N/n2cnnc2)cc1	2	10	i	-2	-2	-8	-0.1	-5	-0.2
CCn1c(SCC(=O)c2cc(C)n(-c3ccc(C(=O)OC)cc3)c2C)nnc1-c1cccnc1	0	16	i	-1	-1	0	0.6	4	-0.3
O=C(Nc1ccccc1Cl)Nc1ccnn1C1CCN(C(=O)C2CCOC2)CC1 (stereo not drawn)	-1	5	i	-1	-4	-5	0.4	-6	-0.1
O=C(CCc1ccccc1F)N1CCN(c2ccccc2)CC1	1	-1	i	3	-3	0	-0.5	-3	-0.4
Cc1[nH]c2ccccc2c1C(=O)CSc1nc2ncc(Cl)cc2[nH]1	-3	-75	i	0	-1	-2	0.5	2	0.2
N#Cc1c(-c2cccs2)cc(C2CC2)nc1SCC(N)=O	-7	-38	i	2	-8	-2	0.8	-3	-1.1
CCOC(=O)C1=C(CS(=O)(=O)c2ccc(F)c(C)c2)NC(=O)NC1c1ccc(O)c(O)c1 (stereo not drawn)	-2	5	i	-5	-2	-3	0.5	-4	-0.1
CC1(C(=O)Nc2cnc3ccccc3c2)CCN1Cc1ccc(OC(F)(F)F)cc1 (stereo not drawn)	1	2	i	0	0	0	-0.3	20	-0.1
Cc1ccc(NC(=O)CSCC(=O)Nc2ccc(S(=O)(=O)N3CCOCC3)cc2)cc1	1	-23	i	-2	-3	-4	-1.6	-2	0.4
CCOc1ccc(C(=O)OCC(=O)NC(C)C)cc1	1	-4	i	-6	-2	-8	1.1	-7	0.4
COc1cc2cnc(-c3ccccc3)c(-c3cc(OC)c(OC)c(OC)c3)c2cc1OC	-4	-13	i	-4	-3	-9	0.9	-3	-0.1
COc1ccc(-c2csc3nc(C)nc(N4CCN(c5ccc(C(C)=O)cc5)CC4)c23)cc1OC	2	3	i	-1	2	0	-0.3	10	-0.6
COC(=O)CSc1nc2ccccc2c(=O)n1Cc1ccccc1	0	4	i	0	1	-2	1.1	14	0.2

Brought forward from above: 2 entries; new compounds follow.
SMILES	Rin1-Abl PPI inh	MLLE-PAM2 inh	Neddyl block	CSN inh	MsrA act	E coli Lon inh	MsrA inh	FAS-TE inh	Tb MetRS inh
COc1ccc(-c2csc3nc(C)nc(N4CCN(c5ccc(C(C)=O)cc5)CC4)c23)cc1OC	2	3	i	-1	2	0	-0.3	10	-0.6
COC(=O)CSc1nc2ccccc2c(=O)n1Cc1ccccc1	0	4	i	0	1	-2	1.1	14	0.2
Cc1ccc([C@@H]2CC=C(C(=O)O)[C@H](c3cccc(F)c3)N2S(=O)(=O)c2ccccc2C)cc1	-1	10	i	0	-2	-6	-0.5	2	0.8
S=C(NCCN1CCOCC1)N/N=C/c1c2ccccc2cc2ccccc12	0	-1	i	2	-8	-10	-1.0	2	-0.6
Cc1ccccc1C(=O)OC(C)C(=O)NCc1ccc2c(c1)OCO2 (stereo not drawn)	3	-13	i	4	-6	-2	1.2	0	-0.2
C[C@@H]1CN([C@H](C)CO)C(=O)c2cccc(NC(=O)NC3CCCCC3)c2O[C@@H]1CN(C)C(=O)Nc1ccc(C(F)(F)F)cc1	3	-15	i	-4	1	-7	/	77*	-0.4
Cc1cc(NC(=O)COC(=O)C(Nc2ccc(C(F)(F)F)cc2Cl)C(C)C)no1 (stereo not drawn)	2	-9	i	-3	1	5	1.3	26	0.4
O=C(NCc1cccs1)c1cc(-c2ccc(O)cc2)on1	0	2	i	-4	-5	-8	0.7	0	-0.3
O=C(Nc1ccc2c(c1)OCCO2)c1cnc2ccccn2c1=O	-3	8	i	1	-4	-8	-0.5	-8	0.0
CC(C)(C)NC(=O)Cn1cnc([N+](=O)[O-])n1	3	-1	i	-5	-6	0	1.2	-10	-0.6
Cc1ccc(S(=O)(=O)N2CCOCC2)cc1NC(=O)CSCc1c(C)noc1C	-2	-32	i	-3	0	-3	-1.4	-10	0.3
Cc1nn(-c2ccc(Cl)cc2)c2[nH]c(CCl)cc(=O)c12	-2	2	i	-2	-1	0	-0.1	1	-0.3
NC(=O)[C@@H]1CCOc2c(F)cc([N+](=O)[O-])cc2C(=O)N[C@@H](CO)C(=O)NCC(=O)N1	0	-8	i	-1	-4	-2	0.0	-9	-0.3
COc1cc(OC)cc(C(=O)OCC(=O)Nc2ccc(N3CCCCC3)cc2)c1	3	-28	i	4	-4	-6	0.3	-6	-0.4
CCn1nccc1C(=O)Nc1ccc(C)c(C)c1	1	-2	i	0	-2	-13	/	-1	-1.1
CC(C)CC(=O)N(Cc1ccc(F)cc1)C1CCS(=O)(=O)C1 (stereo not drawn)	2	1	i	3	-3	-2	0.0	2	0.1
Cc1cc(NC(=O)Nc2cc(C)nn2-c2ccccc2)n(-c2ccccc2)n1	0	4	i	-1	-2	-1	1.6	-2	-0.1
CCN(CC)CCCNc1cc(C)nc2cc(-c3cccs3)nn12	4	1	/	-5	-7	3	0.1	-6	-1.1
O=C(O)CCC(=O)NCc1ccc2[nH]c3c(c2c1)CCCC3	-1	6	i	-3	-1	2	0.1	-6	0.6
COc1ccccc1S(=O)(=O)N(C)C[C@@H]1OCc2cnnn2CCCC(=O)N([C@@H](C)CO)C[C@H]1C	-1	9	i	-6	-2	1	0.2	-10	-0.3
COCCN(C(=O)COC(=O)c1c(NC(C)=O)sc(C)c1C)c1c(N)n(Cc2ccccc2)c(=O)[nH]c1=O	1	-1	i	2	-1	-10	0.3	4	-0.5
CC1=NN(c2ccccc2)C(=O)/C1=C/c1ccc(Cl)cc1	12*	10	i	-8	-2	1	1.2	2	-0.7
CCOC(=O)CCCNC(=O)COc1ccccc1C#N	-1	0	i	1	0	-3	1.3	-7	0.0
Cc1cccc(N2CN=c3s/c(=C\c4ccccn4)c(=O)n3C2)c1	-3	-6	i	-1	-5	1	3.1	5	0.2
CC1CCN(c2nnc(-c3cccs3)c3ccccc23)CC1	3	-3	i	1	-4	-1	1.1	30	-0.7
O=C(CCN1CCN(c2ccccc2)CC1)N/N=C/c1ccccc1OC(F)F	0	-2	i	-3	-14	3	2.0	-3	-0.8
CC(=O)Nc1ccc(S(=O)(=O)N(C)Cc2cnn(C)c2)cc1	-3	0	i	0	-3	6	0.2	-9	-0.3
CCOC(=O)C1(Cc2cccc(Cl)c2)CCCN(C(=O)c2cn[nH]c2)C1 (stereo not drawn)	-1	7	i	15	-5	-4	0.1	-7	0.0
COc1ccc(-c2csc(/C(C#N)=C/Nc3ccc4c(c3)OCCO4)n2)cc1	2	-23	i	0	-5	-5	-1.2	13	-0.1
O=S(=O)(c1ccccc1)c1nc(-c2ccco2)oc1N1CCOCC1	2	8	i	-3	2	-2	0.9	-2	-1.3
O=C(O)C1CC(=O)N(c2ccc3c(c2)OCCO3)C1 (stereo not drawn)	0	-3	i	9	-5	4	-0.3	-9	0.0
Cn1cnnc1SCC(=O)NC1CCCN(Cc2ccccc2F)C1 (stereo not drawn)	2	15	i	-3	-3	-7	0.0	-4	-0.6
CN=C(Nc1ccc2c(c1)OCO2)SC1CC(=O)N(c2ccccc2)C1=O (stereo not drawn)	3	3	i	1	-4	1	-1.3	-2	1.9
COc1ccc(N(CC(=O)Nc2ccccc2C(=O)N2CCCC2)S(=O)(=O)c2ccccc2)cc1	0	-6	i	-3	-3	-2	-0.2	2	0.4
Cc1ccc(C)c(-c2nnc(NC(=O)C3=COCCO3)o2)c1	-2	6	i	-8	-1	2	-0.1	-6	-0.3
Cc1ccc(C(=O)NN2C(=O)CSC2=S)cc1	-3	-73	i	9	-3	-5	-0.6	-10	-0.4
Cc1c(NC(=O)C(C)OC(=O)/C=C/c2ccccc2)c(=O)n(-c2ccccc2)n1C (stereo not drawn)	3	-22	i	3	-2	5	-0.1	-5	-0.3
O=P(OCC1CCCO1)(OCC1CCCO1)OCC1CCCO1 (stereo not drawn)	0	5	i	-5	-2	1	0.2	-12	-0.5
O=C(NCc1ccccc1Cl)C1CCN(S(=O)(=O)c2cccs2)CC1	0	8	i	4	-5	-5	0.8	2	-0.7
COc1ccc(OCC(Cn2cnc3ccccc32)OC(C)=O)cc1 (stereo not drawn)	-1	14	i	4	-1	0	-0.9	1	-0.1
Cc1ccc(N2C(=O)N(CC(=O)Nc3ccc(C)cc3[N+](=O)[O-])C(=O)C2C)cc1 (stereo not drawn)	-4	-1	i	9	-8	-5	0.4	9	-0.5
COC(=O)c1ccc(COc2ccc(CNCc3ccc(Cl)cc3)cc2)cc1	-2	-7	i	6	0	6	0.7	7	1.2

An excerpt from above with just MsrA inh and E coli Lon inh.
compound,MsrA inh,E coli Lon inh
CC(=O)Nc1ccc(S(=O)(=O)N(C)Cc2cnn(C)c2)cc1,0.2,6
O=C1c2ccccc2NC(c2cc(Cl)cc(Cl)c2O)N1Cc1cccnc1 (stereo not drawn),-0.8,1
O=C(CCN1CCN(c2ccccc2)CC1)N/N=C/c1ccccc1OC(F)F,2.0,3
COc1ccc(N(CC(=O)Nc2ccccc2C(=O)N2CCCC2)S(=O)(=O)c2ccccc2)cc1,-0.2,-2
Cc1ccc(C)c(-c2nnc(NC(=O)C3=COCCO3)o2)c1,-0.1,2

Continued:
SMILES	Rin1-Abl PPI inh	MLLE-PAM2 inh	Neddyl block	CSN inh	MsrA act	E coli Lon inh	MsrA inh	FAS-TE inh	Tb MetRS inh
CCOc1ccc(NC(=O)c2cnccn2)cc1	1	-3	i	0	-1	-10	-0.3	-3	-1.3
Nc1ccccc1C(=O)NCc1ccco1	-1	-3	/	2	-4	4	0.1	-3	-0.6
Cc1c(NC(=O)CN2C(=O)C3C4C=CC(C4)C3C2=O)c(=O)n(-c2ccccc2)n1C (stereo not drawn)	0	-4	i	5	-8	-10	-0.6	-1	-0.9
COC(=O)c1ccc(NC(=S)Nc2cccc(C)n2)cc1	2	8	i	5	-3	-7	-1.0	-3	-0.1
CC(C)C[C@H]1CNC(=S)N1CC1CCN(CCCC2CCCCC2)CC1	-1	-85	i	-2	-1	-10	-1.0	-11	-0.9
Cc1ccc(C2C(C(=O)c3cccs3)=C(O)C(=O)N2c2nnc(C)s2)cc1 (stereo not drawn)	-1	105	i	-23	-12	29*	1.7	-25	-1.9
COc1ccccc1CNC(=O)C(=O)NCCC1CCCCN1S(=O)(=O)c1ccccc1 (stereo not drawn)	-1	-8	i	1	-2	-15	-0.4	15	-0.3
Cc1ccc(C(=O)Nc2ccc3c(c2)C(=O)NC3=O)cc1	2	6	/	4	-6	-1	0.3	-10	-0.2
Cc1cc(C(=O)C(=O)O)c(C)n1-c1ccc(Cl)c(Cl)c1	3	8	i	-21	2	1	-0.7	-2	-0.6
